AGP1 TOR yeast – yeast TOR pathway AGP1-GFP modulation. AID 2066. GFP response vs DMSO, % at 10 µM. S. cerevisiae AGP1-GFP multiplex flow cytometry, 3 h; GFP as percent of DMSO wells. 0.02% of 320,000 active;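 active = GFP response relative to DMSO above a set limit, near screen average plus 3 SD, cut at about 150% in these data; inconclusive = fewer than 70 cells counted for the yeast strain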;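 note: median GFP channel fluorescence of the gated AGP1 strain per well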
GLD-1 TGE inh – GLD-1-TGE RNA interaction inhibition (C. elegans) | Q17339 | purified GLD-1 + fluorescein TGE RNA, fluorescence polarization | inhibition, % at 5.96 µM | 0.44% of 320,000 active;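 active = percent inhibition above a per-plate cutoff, the plate mean of test compounds plus 3 SD, cut at about 30% in these data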;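 note: 0% = DMSO wells with GLD-1 and probe and 100% = wells lacking GLD-1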
CR mimetic SO – caloric restriction mimetics inhibiting age-related superoxide in yeast | S. cerevisiae aged cells, superoxide DHE fluorescence; active compounds read low | superoxide response (% of plate mean), % at 10 µM | 0.18% of 330,000 active;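 active = superoxide response under a set limit, about three screen SD below normal, cut at about 65% in these data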;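 note: yeast aged for seven days with compound at 30 °C before DHE staining; 100% = average MFI of all compound-treated wells on the plate with controls excluded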
CIT2-GFP yeast – modulators of TOR pathway CIT2-GFP in S. cerevisiae | S. cerevisiae CIT2-GFP strain, flow cytometry, 3 h; 100 means same as DMSO wells | GFP response vs DMSO, % at 10 µM | 0.065% of 320,000 active;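 active = GFP response relative to DMSO above a set limit, near the screen mean plus 3 SD, cut at about 150% in these data; inconclusive = Fewer than 70 cells measured for a yeast strain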;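 note: ratio of well median GFP fluorescence to mean of DMSO wells on the plate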
MCL1-BIM inh – MCL1-BIM-BH3 interaction inhibition (human); 0.68% of 320,000 active; AID 2057; GST-MCL1 / FITC-Bim-BH3 fluorescence polarization; inhibition, % at 10.9 µM;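 active = inhibition above the mean inhibition of all tested compounds plus 3 SD, set per campaign, cut at about 40% in these data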;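 note: 0% = DMSO wells and 100% = unlabeled Bim-BH3 peptide control; higher means more loss of mP so more displacement of Bim peptide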
BCLXL inh – Bcl-xL (human) inhibition; Q07817; GST-Bcl-xL / FITC-Bim BH3 peptide fluorescence polarization; inhibition, % at 10.9 µM; 0.7% of 320,000 active;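 active = inhibition above the mean of all tested compounds plus 3 SD, cutoff set per campaign, cut at about 30% in these data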;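 note: 0% = DMSO wells and 100% = unlabeled Bim-BH3 peptide competitor; inhibitors lower millipolarization by displacing the labeled peptide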
Target sequence (Q07817 whole entry, looked up): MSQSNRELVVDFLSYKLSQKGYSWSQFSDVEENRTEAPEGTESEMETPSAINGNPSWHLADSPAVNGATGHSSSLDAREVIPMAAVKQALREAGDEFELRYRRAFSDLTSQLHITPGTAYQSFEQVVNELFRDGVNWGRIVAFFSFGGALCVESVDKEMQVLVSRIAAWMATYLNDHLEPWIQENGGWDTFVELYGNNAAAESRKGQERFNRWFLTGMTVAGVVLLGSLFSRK
VLA-4 inh – inhibition in a human VLA-4 binding assay | P13612 | AID 2557 | VLA-4 expressing cells, ligand binding flow cytometry | inhibition, % (about 7 µM as worked out from the volumes in the protocol) | 0.2% of 330,000 active; in the data active = inhibition above about 50%
MEX-5 binding – C. elegans MEX-5 TCR-2 RNA binding activity; activity score (negative = inhibition of binding), % at 10 µM; 0.38% of 300,000 active; Q9XUB2; MEX-5/FITC-TCR2 RNA binding, fluorescence polarization; active compounds read low;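 active = inhibition past about -25% in most replicates, and total fluorescence under double the plate's negative control median, limit read from the data; inconclusive = replicates evenly split on the limit, or fluorescence at least double controls; inactive = too little inhibition in most replicates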;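 note: 0% = DMSO and -100% = 5 µM competing unlabeled TCR2 RNA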
Target sequence (Q9XUB2 whole entry, looked up): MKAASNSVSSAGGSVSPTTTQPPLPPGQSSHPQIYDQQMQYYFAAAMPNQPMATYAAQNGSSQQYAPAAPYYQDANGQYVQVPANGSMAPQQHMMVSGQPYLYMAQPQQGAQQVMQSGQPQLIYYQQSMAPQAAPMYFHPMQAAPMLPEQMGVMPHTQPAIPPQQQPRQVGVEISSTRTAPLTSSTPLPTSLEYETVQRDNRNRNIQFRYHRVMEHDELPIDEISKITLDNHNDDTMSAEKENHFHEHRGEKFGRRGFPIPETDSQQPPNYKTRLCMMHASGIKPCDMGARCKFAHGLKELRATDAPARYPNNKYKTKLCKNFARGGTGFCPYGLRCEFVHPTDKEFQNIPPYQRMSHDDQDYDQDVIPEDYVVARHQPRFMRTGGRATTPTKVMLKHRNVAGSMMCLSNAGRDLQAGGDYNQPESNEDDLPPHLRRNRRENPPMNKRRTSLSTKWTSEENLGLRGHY
GRK2 aptamer HTS – inhibitors of human GRK2 displacing RNA aptamer; AID 488847; inhibition of aptamer binding, % at 10 µM; P25098; bead flow cytometry, FAM-aptamer displacement from GRK2; 0.59% of 330,000 active;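 active = inhibition of aptamer binding above 40%, roughly 3 SD of noise, on plates passing a quality check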;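 note: median bead fluorescence of bound FAM aptamer so fluorescent compounds give negative values; no value below 0 was filed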
Active calls of the source: *; i = inactive; ? = inconclusive; . = no result given; [ ] = remark or other dose.

SMILES,AGP1 TOR yeast,GLD-1 TGE inh,CR mimetic SO,CIT2-GFP yeast,MCL1-BIM inh,BCLXL inh,VLA-4 inh,MEX-5 binding,GRK2 aptamer HTS
CN(C)CCCN(C(=O)c1ccco1)c1nc2ccc(Cl)cc2s1,92,-3,105,99,2,3,11,-2.7,0
COc1cc(NC(=O)C/C(C)=N/NC(=O)c2cccc(O)c2)c(OC)cc1Cl,107,6,119,103,5,8,i,0.6,2
COc1ccc(-c2nn(-c3ccccc3)cc2C(=O)Nc2ccc(C(=O)O)cc2)cc1OC,100,-4,117,102,-3,0,-15,-0.2,3
Cn1c(=O)c2c(nc3n2CC(O)CN3c2ccccc2)n(C)c1=O (centres undefined),108,-5,100,104,-1,2,2,-1.7,1
CCOC(=O)c1c(CN2CCN(CC#N)CC2)n(C)c2cc(Br)c(OC)cc12,87,2,99,90,-1,-2,3,0.4,38
O=C(CN1C(=O)NC2(CCCC2)C1=O)OCc1ccc(Br)cc1,99,-3,119,95,-8,-5,2,-2.4,1
CNC(=O)Cc1nc2ccccc2n1CC(=O)Nc1cc(C)cc(C)c1,102,7,81,100,-1,-2,-14,1.6,0
COc1cccc(-c2nn(C)c3sc(C(=O)N4CCN(c5ccccc5)CC4)cc23)c1,96,11,113,.,7,8,4,1.7,0
CCOC(=O)c1ccc(NC(=O)CCn2nnc3ccccc32)cc1,95,-4,112,95,-5,-4,1,1.0,0
CC(=O)Nc1ccc(NC2=CC(=O)CC(C)(C)C2)cc1,93,1,92,105,3,7,-4,1.3,4
CCSc1cc(C)nc2c(-c3ccccc3)cnn12,93,7,88,91,-12,-8,-8,-1.7,.
Cc1ccnc(NC(=O)CCNC(=O)c2ccc(Cl)cc2)c1,90,.,87,83,.,.,22,0.9,5
COc1cc(CNc2nnnn2C)ccc1OCc1c(F)cccc1Cl,103,-3,99,100,-3,1,-3,4.1,0
COc1cc(/C=N/NC(=O)CCc2ccccc2)ccc1O,96,-1,106,112,-4,-13,12,2.6,0
O=C(CCN1C(=O)c2ccccc2C1=O)Nc1ccc(S(=O)(=O)N2CCOCC2)cc1,99,1,88,103,-2,0,11,1.2,0
O=C(Nc1ccccc1-c1ccccc1)c1ccccc1[N+](=O)[O-],96,-1,101,101,12,4,10,2.0,0
COCCCn1c(=S)[nH]c(C)c(C)c1=O,101,7,101,93,3,1,3,-1.1,2
O=C1CCCC/C1=C/NCc1ccc(F)cc1,103,1,99,111,-11,-7,7,1.9,1
O=C(c1ccco1)N1CCN(S(=O)(=O)c2cccc3nsnc23)CC1,101,-6,94,102,-1,6,-3,0.7,1
Oc1c(Cl)cc(Cl)cc1/C=N/c1nc(-c2ccc(Cl)cc2)cs1,102,-5,86,112,8,5,9,0.0,1
CCN(CC(=O)NC(C)(C)C)Cc1cc(=O)n2c(-c3ccccc3)csc2n1,103,-6,107,100,7,5,-1,0.5,0
Cc1ccccc1/C=C/c1cccc[n+]1C,100,.,99,97,.,.,-1,0.8,0
CC12CN(S(=O)(=O)c3ccccc3)CC(C)(CN(S(=O)(=O)c3ccccc3)C1)C2,104,-2,95,112,4,5,-5,0.0,2
Cc1ccc2c(=O)cc(C(F)F)oc2c1,92,-3,92,100,-6,-2,4,-2.1,1
CC(=O)N1CCN(S(=O)(=O)c2cccc(C(=O)Nc3nccs3)c2)CC1,93,-1,100,81,-12,-3,15,-0.6,0
Cc1cnc(C(=O)OCC(=O)NC(C)c2ccccc2)cn1 (centres undefined),100,2,84,96,.,.,16,.,0
Cc1c(Cl)cccc1NC(=O)CCC(=O)NNC(=O)c1ccccc1Cl,100,6,97,93,8,7,5,0.6,0
O=S(=O)(NCC1CCCO1)c1cccc2nsnc12 (centres undefined),98,0,98,103,6,1,-5,-0.9,0
Cc1cccc(N2C(=O)C3C4C=CC(CC4)C3C2=O)c1 (centres undefined),103,7,98,105,5,6,1,-0.7,0
O=C(NCc1ccco1)c1cc2c(s1)CSC2,102,2,92,109,37,21,6,0.5,14
CCCC(C(=O)NCC1CCCO1)N(Cc1ccco1)C(=O)CNS(=O)(=O)c1ccccc1 (centres undefined),98,7,94,99,1,8,-1,-1.7,0
CCN(C(=O)CSc1nc2ccccc2c(=O)n1-c1ccccc1F)C1CCS(=O)(=O)C1 (centres undefined),105,3,96,104,.,.,-9,.,0
COc1ccc(Cl)cc1C(=O)NCC(c1ccco1)N(C)C (centres undefined),89,9,96,95,-8,0,2,-2.5,0
Cc1ccccc1C1c2[nH]c3ccccc3c2C[C@H]2C(=O)N(C3CCN(Cc4ccccc4)CC3)CC(=O)N12 (some centres undefined),107,1,97,96,-1,3,13,4.1,0
Cc1cc(C)nc(N2CCCC(C(=O)NCc3ccccc3F)C2)n1 (centres undefined),109,4,95,105,-10,0,6,-4.4,1
CCOC(=O)c1cc(CC)sc1/N=C/C1C(=O)CC(C)(C)CC1=O,97,6,94,97,4,7,18,2.2,0
O=S(=O)(NCc1cccs1)c1ccc(Br)s1,91,7,104,98,3,4,7,2.5,3
CCc1ccc(S(=O)(=O)Nc2cc3c(cc2N2CCCCC2)n(C)c(=O)c(=O)n3C)cc1,96,0,107,98,4,7,6,-3.5,10
CCc1ccccc1NC(=O)COc1cccc(-n2cnnn2)c1,82,-1,124,84,-2,3,-9,-2.9,0
CCOC(=O)CC1(C)SC(NC(C)=O)=NN1C(C)=O (centres undefined),102,-1,97,105,-2,-4,12,1.1,3
CCSC1=NCCN1C(=O)Cc1ccc(-c2ccccc2)cc1,96,-2,111,105,0,3,-2,0.2,0
N#CC1=C(N)NC(SCC(=O)Nc2ccc(Br)cc2)=C(C#N)C12CCCCC2,103,1,94,98,3,6,11,-1.7,0
O=C(CCc1nc2ccccc2c(=O)[nH]1)NNC(=O)c1ccc(F)cc1,99,5,103,93,5,5,1,.,0
C=CCN(c1cccc(C(F)(F)F)c1)S(=O)(=O)c1cccc(C(=O)OCC(=O)NC(N)=O)c1,97,-2,100,91,-1,0,-5,3.2,0
COc1ccc(-c2coc3cc(OC4OC(CO)C(O)C(O)C4O)ccc3c2=O)cc1 (centres undefined),15[may fluoresce violet],-3,93,?,1,3,6,1.4,0
CCN(CC)c1ccc(/C=N/NC(=O)c2ccccn2)cc1,86,-6,103,89,3,25,6,19,2
COc1cc(-n2c(=O)c3ccccc3n(CC(=O)c3ccc(F)cc3)c2=O)cc(OC)c1OC,104,-3,93,106,-4,2,0,0.8,0
COc1ccc2cc(CCNC(=O)c3ccc4c(c3)OCO4)c(=O)[nH]c2c1,96,-6,97,99,1,2,21,-1.2,0
COCCn1c(=O)[nH]c2cc(C(=O)N3CCN(c4ccc(Cl)cc4)CC3)ccc2c1=O,101,1,99,104,1,5,1,-4.9,2
Cc1ccc(C)c2c1cc(C)c1nnc(SCC(=O)Nc3cccc(C(=O)O)c3)n12,103,-3,102,104,3,5,-2,.,5
CC(NC(=O)c1ccc(OC2CCN(Cc3ccccn3)CC2)cc1)c1nccs1 (centres undefined),96,2,109,101,10,8,-16,-7.0,1
Cc1csc(NC(=O)CSc2nnc(Cn3c(=O)sc4ccccc43)n2-c2ccccc2)n1,105,6,105,107,0,1,-1,.,2
O=C(COC(=O)CN1C(=O)NC2(CCCC2)C1=O)NCc1ccc(Cl)cc1Cl,100,-2,73,114,.,.,3,.,0
Cc1ccc(C(=O)OCC(=O)N2CCC(C)CC2)cc1S(=O)(=O)N1CCCCC1,107,1,105,107,-5,-2,6,-2.4,3
CC(=O)c1c(C(C)=O)c(C)n(NC(=O)c2ccccc2Cl)c1C,92,9,105,95,12,4,10,1.5,2
COc1ccc(-c2csc(Cc3nnc(N4CCOCC4)n3-c3ccccc3)n2)cc1,96,-1,104,98,3,1,6,-0.3,0
CC(C)(C)OC(=O)NC(CO)c1cn([C@@H](Cc2cc3ccccc3[nH]2)C(=O)N2CCN(C(=O)OC(C)(C)C)CC2)nn1 (some centres undefined),80,4,100,70,0,-1,12,5.8,2
Cc1cc(C)c(NC(=O)CNC(=O)COC(=O)CN2C(=O)NC3(CCCC3)C2=O)c(C)c1,116,-2,102,103,5,3,1,-0.9,0
COc1cc(-c2nc3cnccn3c2NC(C)(C)CC(C)(C)C)ccc1O,102,2,84,108,11,5,-4,1.3,1
C=CCSc1nccc(-c2cc(Cl)sc2Cl)n1,96,-5,115,91,-10,-8,14,-1.8,4

Continuation.
SMILES,AGP1 TOR yeast,GLD-1 TGE inh,CR mimetic SO,CIT2-GFP yeast,MCL1-BIM inh,BCLXL inh,VLA-4 inh,MEX-5 binding,GRK2 aptamer HTS
Cc1cccc(C)c1NC(=S)NCCSc1ccc(Cl)cc1,106,6,88,102,3,4,9,-2.8,5
Cc1ccc(N2CCN(S(=O)(=O)c3ccc(-n4cnnn4)cc3)CC2)c(C)c1,95,2,85,90,-1,-2,1,4.1,7
CC1=CCC(C(=O)O)C(C(=O)Nc2cccnc2)C1 (centres undefined),98,2,94,105,-1,-2,3,-1.8,3
COc1ccc(OC)c(C2C3=C(COC3=O)Nc3cc4c(cc32)OCO4)c1 (centres undefined),101,0,93,103,10,11,13,1.2,0

10 structures already listed, ordered by number of heavy atoms, lowest first:
SMILES,AGP1 TOR yeast,GLD-1 TGE inh,CR mimetic SO,CIT2-GFP yeast,MCL1-BIM inh,BCLXL inh,VLA-4 inh,MEX-5 binding,GRK2 aptamer HTS
COCCCn1c(=S)[nH]c(C)c(C)c1=O,101,7,101,93,3,1,3,-1.1,2
C=CCSc1nccc(-c2cc(Cl)sc2Cl)n1,96,-5,115,91,-10,-8,14,-1.8,4
O=S(=O)(NCC1CCCO1)c1cccc2nsnc12 (centres undefined),98,0,98,103,6,1,-5,-0.9,0
Cc1cnc(C(=O)OCC(=O)NC(C)c2ccccc2)cn1 (centres undefined),100,2,84,96,.,.,16,.,0
CCOC(=O)c1cc(CC)sc1/N=C/C1C(=O)CC(C)(C)CC1=O,97,6,94,97,4,7,18,2.2,0
O=C(c1ccco1)N1CCN(S(=O)(=O)c2cccc3nsnc23)CC1,101,-6,94,102,-1,6,-3,0.7,1
Cc1ccc(C(=O)OCC(=O)N2CCC(C)CC2)cc1S(=O)(=O)N1CCCCC1,107,1,105,107,-5,-2,6,-2.4,3
COc1ccc(-c2csc(Cc3nnc(N4CCOCC4)n3-c3ccccc3)n2)cc1,96,-1,104,98,3,1,6,-0.3,0
CCN(C(=O)CSc1nc2ccccc2c(=O)n1-c1ccccc1F)C1CCS(=O)(=O)C1 (centres undefined),105,3,96,104,.,.,-9,.,0
Cc1ccccc1C1c2[nH]c3ccccc3c2C[C@H]2C(=O)N(C3CCN(Cc4ccccc4)CC3)CC(=O)N12 (some centres undefined),107,1,97,96,-1,3,13,4.1,0
